Screens (PubChem)
TTR transcr act – TTR transcription activators in neuroblastoma reporter cells, primary screen, cell-based, luminescence, SH-SY5Y, TTR promoter Gaussia luciferase. 92,000 compounds, 1.3% hits. 100% = recombinant luciferase protein wells. AID 1117267, 2014. activation, % at 16.7 µM;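 active means activation above the mean of all tested compounds plus 3 SD, cut at about 9.5% in these data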;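 further: cells exposed to compounds for one day before reading; 0% = median of all test compound wells on the plate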
* hit, by the source's call; & = joins results of further samples. An excerpt; rates above refer to the full screens.

TTR transcr act,Molecule
2.9,O=C(O)CC(c1ccc(Cl)cc1)N1C(=O)CCC1=O (stereo not drawn)
-3.1,COc1cc(/C=N\NC(=O)c2cccc(Cl)c2)ccc1Oc1ccc([N+](=O)[O-])cn1
0.5,Cc1cc(N2CCOCC2)nc2ccc(NC(=O)C3CCCCC3)cc12
1.7,O=c1[nH]nnc2cc(Cl)ccc12
-0.6,CC(C(=O)Nc1ccccc1Cl)c1ccc([N+](=O)[O-])cc1 (stereo not drawn)
-0.3,Cc1nc2c(c(=O)n1CCC(C)C)c1nc3ccccc3nc1n2CC1CCCO1 (stereo not drawn)
1.4,COc1ccc(CCNC(=O)c2ccccc2NS(=O)(=O)c2cc(C(=O)O)ccc2OC)cc1
0.7,Cc1ccc(C2C3=C(CCCC3=O)OC3=C2C(=O)CCC3)cc1
0.9,COc1cc([N+](=O)[O-])ccc1NC(=O)CCCOc1ccc(C)cc1
-1.4,COc1cc(C(=O)OCC(=O)Nc2ccc(OC(F)F)cc2)cc(OC)c1OC
4.0,COc1cc(CO)ccc1OCc1nnnn1-c1ccc(C)cc1
0.9,CC(C)CCC(C(=O)O)C(C)CC(=O)NC1CCCCC1 (stereo not drawn)
0.6,COc1cccc(N2C(=O)C3C(C2=O)C3(c2ccccc2)c2ccccc2)c1 (stereo not drawn)
-1.8,Cn1c(=O)[nH]c(=O)c2c1nc(SCc1ccccc1Cl)n2CC(N)=O
3.2,CC(C)C(NCC(=O)Nc1ccccc1C(=O)NC1CC1)c1ccccc1 (stereo not drawn)
1.0,CCc1nc2cc3sc(CC)nc3cc2s1
-1.9,CC1(C)Cc2cccc(C(=O)NC3CCN(Cc4ccccc4)CC3)c2O1
-2.8,CCN1C(=O)[C@H]2[C@@H](c3ccc(-c4ccc5c(c4)OCO5)c(OC)c3)N[C@@](C)(C(=O)OC)[C@H]2C1=O
6.8,CCCn1c(C(C)Nc2nc(-c3ccc(OC)cc3)cs2)nc2ccccc21 (stereo not drawn)
14.5*,C#CCOCCOCCOCCNc1nc(N2CCN(C(=O)[C@H](CC(N)=O)n3cc([C@@H](N)CC(N)=O)nn3)CC2)nc(N2CCN(C(=O)[C@H](CC(N)=O)n3cc([C@@H](N)CC(N)=O)nn3)CC2)n1
1.0,CC(C)c1ccc(C2=NN(c3ccccc3)C(=O)CC2)cc1
0.6,CN(C)S(=O)(=O)c1cccc(NC(=O)COC(=O)CCC(=O)c2cccs2)c1
0.0,Cc1cc(C)c2nc(N3CCC(C(=O)NCc4cccnc4)CC3)sc2c1
-0.8,Cc1ccc(S(=O)(=O)N(CC(=O)N/N=C/c2ccccc2C(=O)O)c2cc(Cl)cc(Cl)c2)cc1
0.3,COc1cccc(CN(C)CC(=O)Nc2cccc3ccccc23)c1
-0.5,O=C(CN1CCOCC1)NNC(=O)c1ccc([N+](=O)[O-])cc1
-1.2,Cc1c(-c2cccc(Cl)c2)nc2ccccc2c1C(=O)OCC(=O)Nc1ccc2c(c1)OCO2
0.0,CCOC(=O)N1CCN(C(=O)c2ccccc2NC(=O)c2ccc(F)cc2)CC1
-1.8,CCNS(=O)(=O)c1ccc(CCC(=O)Nc2ccc3c(c2)OCO3)cc1
-0.9,O=C(NC1CCCCN(Cc2ccc(Cl)cc2)C1=O)c1ccccc1 (stereo not drawn)
1.1,Clc1ccc2scc(CN3CCCCC3)c2c1
4.6,Nc1ccc2c(c1)C(O)c1cccc(C(=O)O)c1-2 (stereo not drawn)
-0.2,CCc1ccc(-c2cc(C(=O)NCc3ccco3)c3ccccc3n2)s1
0.5,Cc1cc(C)c(C(=O)O)c(CC(C)(C)C(=O)O)c1
3.6,CCOc1c(OC)ccc2c3c(c(=O)oc12)CCCC3
-6.5,CCS(=O)(=O)c1ncc(Cl)c(C(=O)Nc2ccc(C)cc2)n1
-0.8,O=C(Cn1c(=O)c2cccn2c2cccnc21)NCCCN1CCN(c2ccccc2)CC1
0.8,CC(C)(C)OC(=O)C[C@H]1C/C=C\C[C@@H](CC(=O)N[C@@H](CO)Cc2ccccc2)C(=O)NCCOC1=O
4.4,CCC(=O)C1CCCN(C(=O)c2ccc(OC3CCN(C(=O)c4cccnc4)CC3)cc2)C1 (stereo not drawn)
2.5,O=S1(=O)C[C@@H](N2CCN(CCO)CC2)[C@H](COCc2ccccc2)N1
0.0,O=C1O[C@@H](c2ccc(O)cc2)Cc2cccc(O)c21
-2.6,CCOC(=O)c1c(N)sc2c(OCC)c(Br)ccc12
-2.4,C=CCn1c(SCC#N)nnc1-c1ccc2ncccc2c1
1.6,CCN1CCN(c2ccc(NC(=O)c3ccccc3F)cc2Cl)CC1
-0.3,O=C(Cc1cccc(NC(=O)C2CCCN(C(=O)c3ccccc3)C2)c1)Nc1ccc(C(=O)N2CCOCC2)cc1 (stereo not drawn)
2.1,CN(C)S(=O)(=O)N1CCC(Oc2cccc(C(=O)N3CCCCCC3)c2)CC1
0.1,CC(C)CCNC(=O)c1ccc(Cl)c(NC(=O)Cc2ccccc2)c1
-0.7,CC(OC(=O)CNC(=O)C12CC3CC(CC(C3)C1)C2)C(=O)Nc1ncc(Cl)cc1Cl (stereo not drawn)
0.8,COc1ccc(Nc2nc(-c3ccccc3)cs2)cc1
-1.8&-1.4,CCC(c1nnnn1-c1ccc2c(c1)OCCO2)N1CCN(c2ncccc2C(F)(F)F)CC1 (stereo not drawn)

Next section:
TTR transcr act,Molecule
10.7*,C=CCN1C/C(=C/c2ccccc2)N2C(=O)CC(c3ccccc3)N=C12 (stereo not drawn)
-0.5,CCOC(=O)[C@]12CCCC=C1N(Cc1ccc(OC)cc1)C(=O)[C@@H]2CC(=O)NCC12CC3CC(CC(C3)C1)C2
2.9,CCN(CC)CCNC(=O)c1cc2ccccc2nc1Cl
2.1,C/C(=N\NC(=O)c1ccccc1)c1ccccc1Br
-5.3,Cc1ccc(NC(=O)CN(C)C(=O)Cn2ncc(Cl)c(Cl)c2=O)cc1
0.3,Nc1nnc(-c2ccc(F)cc2)s1
2.8,Cc1ccc(CN(C)CC(=O)Nc2ccccc2C(=O)NC2CC2)o1
6.7,COc1ccc(CC(=O)OCC(=O)Nc2ncc(Cl)cc2Cl)cc1
11.9*,CCCNc1nc(-c2cc(-c3ccc(Cl)cc3)on2)cc(C(C)C)n1
1.6,CCn1cnc2cc(NCc3ccc(OC)cc3)ccc21

Sorted by number of heavy atoms (smallest number first): part of the list above
TTR transcr act,Molecule
0.3,Nc1nnc(-c2ccc(F)cc2)s1
2.1,C/C(=N\NC(=O)c1ccccc1)c1ccccc1Br
1.6,CCn1cnc2cc(NCc3ccc(OC)cc3)ccc21
6.7,COc1ccc(CC(=O)OCC(=O)Nc2ncc(Cl)cc2Cl)cc1
2.8,Cc1ccc(CN(C)CC(=O)Nc2ccccc2C(=O)NC2CC2)o1
-0.5,CCOC(=O)[C@]12CCCC=C1N(Cc1ccc(OC)cc1)C(=O)[C@@H]2CC(=O)NCC12CC3CC(CC(C3)C1)C2

Further results:
TTR transcr act,Molecule
0.2,O=C(CSc1ccc2nnc(-c3cccc(F)c3)n2n1)NCC1CCCO1 (stereo not drawn)
2.4,CC1=C(C#N)C(c2cccnc2)C2=C(CCCC2=O)N1 (stereo not drawn)
0.1,CC(=O)c1ccccc1C(=O)N1CCCC(CNC(=O)c2ccccc2Cl)C1 (stereo not drawn)
-3.0,CS(=O)(=O)c1ccc(C(=O)OCc2nnc(-c3ccccc3)o2)cc1[N+](=O)[O-]
0.4,CC1CN(C(=O)c2cccc(COc3ccccc3Cl)c2)CC(C)O1 (stereo not drawn)
18.4*,c1ccc(Sc2ncnc3c2oc2ccccc23)nc1
-1.8,Cc1ccc(-c2cc(C(=O)NC3CCCCC3)no2)cc1
-1.4,O=[N+]([O-])c1nn(-c2ccc3c(c2)OCCO3)n(O)c1=NC1CCN(Cc2ccccc2)CC1
0.1,CCOC(=O)C1CCCN(c2c(Nc3cccc(C)c3)c(=O)c2=O)C1 (stereo not drawn)
-1.8,Cc1ccc(NC(=O)c2ccc(=O)n(CC(=O)Nc3c(C)cc(C)cc3C)n2)cc1
-1.6,CCOC(=O)c1sc2nc(NC(=O)C3CCCCC3)sc2c1C
-0.8,CCNC(=O)NC(=O)C(C)Sc1nc2ccccc2n1CC(C)C (stereo not drawn)
-0.7,Cc1c(Br)c([N+](=O)[O-])nn1CC(=O)N1CCc2ccccc21
-0.3,O=C1[C@H]2[C@@H](/C=C/c3ccccc3)N3C(=O)CN(CCO)C(=O)[C@@]3(Cc3ccccc3)[C@H]2C(=O)N1c1ccccc1
-1.6,COc1cccc2sc(NNC(=O)C3COc4ccccc4O3)nc12 (stereo not drawn)
-1.6,CN(c1ccccc1)S(=O)(=O)c1cccc(NC(=O)C2=NNC(=O)CC2)c1
-0.5,CC(=O)Oc1ccc(-c2ccc(C(=O)OCC(=O)c3c(N)n(C)c(=O)n(C)c3=O)cc2)cc1
-5.7,Cc1ccc(C(=O)Nc2ccc3cn[nH]c3c2)cc1S(=O)(=O)N1CCCCC1
12.9*,Cc1cc(NC(=O)CSCC(=O)N(C)Cc2ccc(F)cc2)no1
0.4,CN(CC(=O)O)C(=O)c1ccccc1
1.4,COc1cccc(OC)c1C(=O)Nc1cccc2c1CCCC2
13.6*,COC(=O)c1ccc2nc(C3CCCCC3)c(Cc3ccccc3)n2c1
-1.6,Cc1noc(C)c1C(=O)Nc1cccnc1
0.4,O=C(NCCO)/C(=C\c1cccc([N+](=O)[O-])c1)NC(=O)c1ccco1
-1.1,C/C(CC(C)C)=N\NS(=O)(=O)c1ccc(C)c([N+](=O)[O-])c1
-1.3,COC(=O)C1(C)NC(c2ccco2)C2C(=O)N(c3ccc(F)cc3)C(=O)C21 (stereo not drawn)
3.0,CCCN(CCC)S(=O)(=O)c1ccc(NC(=O)Cc2cccs2)cc1
3.7,CCn1c(C)nc2cc(N)ccc21
-1.3,C=CCN(C(=O)[C@@H](CCCC)[C@@H](O)c1ccc(Cl)cc1)c1ccccc1
-1.5,Clc1ccccc1-c1nnc2n1CCCCC2
5.2,COc1ccc(CC(=O)N/N=C(/C)c2ccco2)cc1
7.0,CCOCCCNCc1cn(-c2ccc(F)cc2F)nc1-c1ccccc1C
0.5,CCN(CC)CCCNC(=O)c1oc2ccc(S(=O)(=O)N3CC(C)CC(C)C3)cc2c1C (stereo not drawn)
-0.4,NS(=O)(=O)c1ccc(NC(=O)c2ccc3nccnc3c2)cc1
3.0,COC(=O)c1c(C)[nH]c(C(=O)/C=C/c2ccccc2)c1C
2.2,Cc1c(C(=O)NC(=S)NCC(C)C)oc2ccccc12
0.2,Cc1cc(C)c(S(=O)(=O)c2cccc(C)c2C)c(=O)[nH]1
-1.4,CSC1=NCCN1C(=O)Cc1ccc(Cl)cc1
-3.0,C(=N\Nc1nc2ccccc2[nH]1)/c1ccc2c(c1)OCCO2
-1.6,Cc1cc(C)n(C2CC(=O)N(c3ccc(C)c(Cl)c3)C2=O)n1 (stereo not drawn)
0.4,CCCCN1C(=O)C(CC(=O)NCCN2CCOCC2)CC(C(=O)N(C)C)=C1C (stereo not drawn)
-0.3,CC(=O)Nc1nc(N2C(=O)c3ccccc3C2=O)n(-c2ccccc2)n1
-0.8,Cc1ccc(C(=O)NCCC(=O)Nc2ccccc2C)cc1
0.6,Cc1ccccc1C(=O)Nc1ccc2c(c1)OCCO2
-0.2,CC(C)C(=O)Nc1ccc(NC(=O)CCc2ccccc2)cn1
13.9*,CCn1c(N2CCN(S(=O)(=O)c3ccc(OC)cc3)CC2)nc2ccccc21
-2.3,Cc1cc(C)n(CC(=O)NCc2ccccc2)c(=O)c1C#N
-1.5,CCOC(=O)CNC(=O)C1Cc2ccccc2CN1S(=O)(=O)c1cccs1 (stereo not drawn)
-0.6,CSCC[C@H](NC(=O)c1cccc(S(=O)(=O)N2CCCCCC2)c1)c1nc2ccccc2[nH]1
0.9,O=C(CSc1nc2ncccc2[nH]1)Nc1c(F)cc(F)cc1Br

An excerpt from above in order of the TTR transcr act value, lowest first.
TTR transcr act,Molecule
-0.8,Cc1ccc(C(=O)NCCC(=O)Nc2ccccc2C)cc1
-0.6,CSCC[C@H](NC(=O)c1cccc(S(=O)(=O)N2CCCCCC2)c1)c1nc2ccccc2[nH]1
-0.2,CC(C)C(=O)Nc1ccc(NC(=O)CCc2ccccc2)cn1
0.4,CCCCN1C(=O)C(CC(=O)NCCN2CCOCC2)CC(C(=O)N(C)C)=C1C (stereo not drawn)
13.9*,CCn1c(N2CCN(S(=O)(=O)c3ccc(OC)cc3)CC2)nc2ccccc21

Next part.
TTR transcr act,Molecule
-1.3,COc1ccccc1NC(=O)Oc1ccc(C(C)=O)cc1
7.3,CCCc1nc2sc3c(SCC(=O)NCc4ccco4)ncnc3c2c2c1CCC2
0.8,O=C(CSc1nc2ccccc2o1)Nc1nc2c(s1)CCCC2
-0.8,CN(C)c1ccc(/C=C/C(=O)c2ccc3c(c2)OCO3)cc1
-0.4,O=C(c1cc2cc(F)ccc2[nH]1)N(Cc1cccnc1)CC1CCCN(C2CCCCC2)C1 (stereo not drawn)
0.9,Cc1ccc(S(=O)(=O)N2CCCC2)cc1C(=O)NCCN1CCOCC1
-1.3,CCn1nc(C)c(CN2CCCC(CO)(Cc3cccc(Cl)c3)C2)c1C (stereo not drawn)
0.0,CC(C)(C)NC(=O)NC(=O)COC(=O)c1cc(=O)[nH]c2ccccc12
-1.1,Cc1cc(C(=O)Nc2nccs2)c2cc(F)ccc2n1
5.2,C=CCn1c(COc2ccccc2)nnc1SC(C)C(=O)N/N=C/c1cc(Cl)ccc1O (stereo not drawn)
2.5,C/C(=C\c1ccc(Cl)cc1)C(=O)c1c(C)cc(C)[nH]c1=O
-0.7,CCOC(=O)/C=c1/s/c(=C\c2c(OC)ccc3ccccc23)c(=O)n1CC(=O)NCC1CCCO1 (stereo not drawn)
-1.6,COC(=O)[C@@]12CCCN1[C@H](c1ccc(-c3ccc(C(C)=O)cc3)c(OC)c1)[C@H]1C(=O)N(C)C(=O)[C@H]12
